# MEKK2mut PB1 HTS = signal of MEK5 binding to mutant human MEKK2 PB1 domain. 290,000 tested, 0.35% active. percent response, % at 10 µM. bead flow cytometry, Alexa488-MEK5 binding to MEKK2 mutant; in the data active means percent response above about 24%, passing the limit was not always enough; further: inactives centre near 1; some results filed as inactive read as strong as hits
# MEKK2wt PB1 HTS = raises or lowers MEK5 binding to wildtype human MEKK2 PB1 domain. binding response (% of control), % at 10 µM. bead flow cytometry, Alexa488-MEK5 binding to MEKK2 WT; actives lie on both sides. AID 1531. 290,000 tested, 1.1% active. Q9Y2U5; in the data active means binding response below about 67% or above about 130%; inconclusive means no clear call, values can overlap the other calls; inactive means in between
# UBC9 SUMO inh = inhibitors of human SUMOylation (UBC9) | HTRF SUMOylation assay, SAE1/SAE2 + UBC9, in vitro | 290,000 tested, 0.36% active | P63279 | inhibition, % at 35 µM; in the data active means inhibition above about 50%, passing the limit was not always enough; inconclusive means no clear call, values can overlap the other calls; further: strong numbers were not always called active
# Target sequence (P63279 whole entry, looked up): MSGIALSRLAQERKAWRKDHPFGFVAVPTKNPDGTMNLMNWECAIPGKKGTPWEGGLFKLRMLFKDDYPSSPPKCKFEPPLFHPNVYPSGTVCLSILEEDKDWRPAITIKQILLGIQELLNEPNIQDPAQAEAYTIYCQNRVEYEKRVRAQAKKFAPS
# CRFR2-BP ag = CRF-BP/CRF-R2 complex agonism | HEK293 CRF-R2/CRF-BP, calcium dye fluorescence (FLIPR); percent of saturating CRF peptide response | activation, % at 13.2 µM | 350,000 tested, 0.46% active;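 active means activation of at least 50%, plus an integration ratio under a set limit after plate pattern correction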;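 further: plate controls were neutral control wells without compound for no effect and CRF at EC100 for full effect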
# DNA FID counter = displaces DNA intercalator in HCV helicase counter-screen; DNA fluorescent intercalator displacement, fluorescence; 290,000 tested, 0.17% active; inhibition, % at 7.9 µM; in the data active means inhibition above about 37%;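 further: 0% = vehicle and 100% = reference compound; higher means more ethidium bromide displaced from hairpin DNA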
# CRFR2-BP antag = CRF-BP/CRF-R2 complex antagonism | 350,000 tested, 0.59% active | HEK293 CRF-R2/CRF-BP, CRF-induced calcium fluorescence | AID 588475 | inhibition, % at 11.8 µM;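 active means inhibition of the ligand-induced calcium signal above about 50% at the single tested concentration, limit read from the data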
# MEKK3 PB1 HTS = raises or lowers MEK5 binding to the human MEKK3 PB1 domain; bead-based flow cytometry, Alexa488-MEK5 binding to MEKK3; actives lie on both sides; 0 = blocked by unlabeled MEK5, 100 = vehicle; binding response (% of control), % at 10 µM; 290,000 tested, 1.4% active; Q99759;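 active means binding response more than 3 SD above or below the average of its plate-row segment, actives on both sides; inconclusive means wells at one plate position flagged as instrument error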;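 further: Alexa488 bead fluorescence after subtracting the streptavidin-only scavenger bead signal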
# Target sequence (Q99759 whole entry, looked up, the tested form may be a part): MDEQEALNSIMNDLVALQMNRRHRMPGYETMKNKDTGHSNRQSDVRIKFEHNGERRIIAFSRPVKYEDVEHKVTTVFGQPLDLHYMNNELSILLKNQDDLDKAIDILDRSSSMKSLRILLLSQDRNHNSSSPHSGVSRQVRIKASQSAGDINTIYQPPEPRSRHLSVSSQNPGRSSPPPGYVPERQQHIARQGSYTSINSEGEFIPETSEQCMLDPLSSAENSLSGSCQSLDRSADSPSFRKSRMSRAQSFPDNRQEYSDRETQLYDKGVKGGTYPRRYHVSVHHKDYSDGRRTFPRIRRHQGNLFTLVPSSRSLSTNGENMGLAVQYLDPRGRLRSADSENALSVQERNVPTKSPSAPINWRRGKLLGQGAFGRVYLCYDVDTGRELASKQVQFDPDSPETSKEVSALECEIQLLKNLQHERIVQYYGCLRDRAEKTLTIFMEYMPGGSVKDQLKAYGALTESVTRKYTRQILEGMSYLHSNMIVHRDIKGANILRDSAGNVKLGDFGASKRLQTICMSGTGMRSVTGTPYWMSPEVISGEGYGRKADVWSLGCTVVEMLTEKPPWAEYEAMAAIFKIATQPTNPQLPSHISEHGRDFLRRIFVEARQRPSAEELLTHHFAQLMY
# GalR3 antagonist = human GalR3 antagonism. O60755. HEK293 GalR3-CNG cAMP membrane potential fluorescence; galR3 body fused to GalR1 C-terminus. 360,000 tested, 0.44% active. AID 651719. inhibition, % at 3 µM;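 active means inhibition above the screen-wide average plus 3 SD, cut at about 13% in these data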;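 further: forskolin and galanin both at EC90 stimulate the cells; cAMP rise reported by CNG channel membrane potential dye signal; 0% = forskolin plus galanin with DMSO and 100% = forskolin alone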
# Target sequence (O60755 1-299 limits assumed): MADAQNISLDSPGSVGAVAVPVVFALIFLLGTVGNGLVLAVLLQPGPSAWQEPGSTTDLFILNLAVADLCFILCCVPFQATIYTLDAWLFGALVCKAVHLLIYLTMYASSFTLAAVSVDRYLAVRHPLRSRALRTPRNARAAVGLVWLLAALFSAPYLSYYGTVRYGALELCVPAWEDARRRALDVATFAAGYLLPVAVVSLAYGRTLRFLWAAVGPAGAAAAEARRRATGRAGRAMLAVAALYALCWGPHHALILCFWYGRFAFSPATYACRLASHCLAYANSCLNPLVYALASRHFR
# HCV NS3 hel inh = blocks Hepatitis C virus NS3 helicase unwinding; NS3 helicase DNA unwinding, Cy5 molecular beacon fluorescence; 290,000 tested, 0.56% active; inhibition, % at 10.9 µM;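 active means inhibition above the mean of all tested compounds plus 3 SD, set per campaign, cut at about 35% in these data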;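 further: 0% = DMSO wells and 100% = thioflavine S control wells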
#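 System: HCV NS3 helicase fragment; control set: DMSO and thioflavine S; technique: Cy5 fluorescence at 0 and 60 min, beacon hairpin quenching; reagent: beacon DNA duplex substrate plus ATP; replicates: singlicate; schedule: 1 h reaction at 25 °C, ATP-initiated; medium: MOPS buffer pH 6.5 with MgCl2, DTT, Tween20, BSA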
# Starred values were filed as active, the others as inactive; ? = inconclusive; · = not tested or not shown.
1: COC(=O)C(Cc1ccc(O)cc1)NC(=O)CCOc1ccc(OC)cc1 (stereo unspecified)
2: CC1C/C(=N/NC(=O)c2ccc(CSc3nc4ccccc4[nH]3)cc2)CC(C)(C)C1 (stereo unspecified)
3: CC1C[C@@]2(NC(=O)NC2=O)C(C)CN1C (stereo partly specified)
4: CCOC(=O)CSc1nc2cc3c(cc2cc1C)OCO3
5: CC(=O)N(C)Cc1ccc(C(=O)CCl)cc1
6: COc1ccc(Cl)c(Cn2c(NCC(C)O)nc3c2c(=O)n(C)c(=O)n3C)c1 (stereo unspecified)
7: CC(CNC(=O)c1cc(COc2c(F)cccc2F)on1)Oc1cccnc1 (stereo unspecified)
8: CC1=C(C(=O)Nc2cccnc2)C(c2cccnc2)n2ncnc2N1 (stereo unspecified)

assay / entry,1,2,3,4,5,6,7,8
MEKK2mut PB1 HTS,4,-2,5,-9,-3,9,3,-2
MEKK2wt PB1 HTS,105,95,104,91,102,102,96,100
UBC9 SUMO inh,2,-11,-25,7,-4,22,1,-1
CRFR2-BP ag,0.8,-0.4,-0.7,-1.9,4.2,-2.2,-0.7,0.5
DNA FID counter,-7,-3,1,-14,2,-9,-26,6
CRFR2-BP antag,-1,-11,-5,-2,-1,5,-4,-12
MEKK3 PB1 HTS,106,98,105,100,101,102,99,92
GalR3 antagonist,-7,10,-1,-5,-7,1,-8,-2
HCV NS3 hel inh,-1,4,2,-13,25,-3,-3,-3

# Reformatted tab-delimited: entries from further up
no.	smiles	MEKK2mut PB1 HTS	MEKK2wt PB1 HTS	UBC9 SUMO inh	CRFR2-BP ag	DNA FID counter	CRFR2-BP antag	MEKK3 PB1 HTS	GalR3 antagonist	HCV NS3 hel inh
1	COC(=O)C(Cc1ccc(O)cc1)NC(=O)CCOc1ccc(OC)cc1 (stereo unspecified)	4	105	2	0.8	-7	-1	106	-7	-1
2	CC1C/C(=N/NC(=O)c2ccc(CSc3nc4ccccc4[nH]3)cc2)CC(C)(C)C1 (stereo unspecified)	-2	95	-11	-0.4	-3	-11	98	10	4
3	CC1C[C@@]2(NC(=O)NC2=O)C(C)CN1C (stereo partly specified)	5	104	-25	-0.7	1	-5	105	-1	2
4	CCOC(=O)CSc1nc2cc3c(cc2cc1C)OCO3	-9	91	7	-1.9	-14	-2	100	-5	-13
5	CC(=O)N(C)Cc1ccc(C(=O)CCl)cc1	-3	102	-4	4.2	2	-1	101	-7	25
6	COc1ccc(Cl)c(Cn2c(NCC(C)O)nc3c2c(=O)n(C)c(=O)n3C)c1 (stereo unspecified)	9	102	22	-2.2	-9	5	102	1	-3
7	CC(CNC(=O)c1cc(COc2c(F)cccc2F)on1)Oc1cccnc1 (stereo unspecified)	3	96	1	-0.7	-26	-4	99	-8	-3

# Remaining list, next part:
9: O=C(CSc1nnc(-c2ccc(Cl)cc2)n1-c1ccccc1)N/N=C/c1ccccc1C(=O)O
10: COC(=O)c1ccccc1NC(=O)Cn1c(CCC(=O)O)ccc1-c1cccs1
11: Cc1nc(-c2ccncc2)nc(NCCNc2ccc(C(F)(F)F)cn2)c1Cl
12: CCOC(=O)NCCc1ccc(OC)cc1
13: O=C(NCCN1CCN(C(=O)Nc2ccccc2)CC1)Nc1ccccc1
14: Cc1ccc(CS(=O)Cc2ccc(C(=O)NC3CCCCCC3)o2)cc1 (stereo unspecified)
15: Cc1ccc(C(=O)Oc2cc(C)n(C)c(=O)c2)cc1
16: CCOC(=O)CNC(=O)c1ccccc1

assay / entry,9,10,11,12,13,14,15,16
MEKK2mut PB1 HTS,-6,-2,-6,-7,7,2,8,0
MEKK2wt PB1 HTS,102,81,95,96,112,99,105,100
UBC9 SUMO inh,8,13,5,-2,-3,4,6,9
CRFR2-BP ag,0.2,1.0,2.8,-1.0,-2.3,2.1,-0.7,-1.9
DNA FID counter,-33,-38,-2,-4,0,-49,-1,-1
CRFR2-BP antag,8,-10,118*,-7,11,-12,20,28
MEKK3 PB1 HTS,102,77,98,87,104,96,103,99
GalR3 antagonist,-6,-5,-4,-3,5,-1,1,-4
HCV NS3 hel inh,9,12,4,-10,-8,4,7,-2

17: COc1ccccc1-n1c(SCC(=O)NC2CCCC2)nc2cccnc21
18: CCc1ccc(NC(=O)C(C)Nc2ccc(S(=O)(=O)NC(C)=O)cc2)cc1 (stereo unspecified)
19: COc1ccc2c(c1)-c1nc(NC(=O)c3ccco3)sc1CC2
20: CC(CN1CCOCC1)OC(=O)c1cccs1 (stereo unspecified)
21: CCOC(=O)c1cc(-c2ccc(C)cc2)n(CCC(=O)NCCCOC)c1C
22: Cc1ccc(C(=O)NC(=S)Nc2ccc(N3CCOCC3)cc2)cc1C
23: O=C(c1ccc2nc[nH]c2c1)N1CCN(c2cccc(C(F)(F)F)c2)CC1
24: O=c1c(OC2OC(CO)C(O)C(O)C2O)c(-c2ccc(O)c(O)c2)oc2cc(O)cc(O)c12 (stereo unspecified)

assay / entry,17,18,19,20,21,22,23,24
MEKK2mut PB1 HTS,3,0,-6,5,-2,3,-9,-4
MEKK2wt PB1 HTS,104,102,97,104,97,97,90,97
UBC9 SUMO inh,14,21,-8,17,8,1,-10,22
CRFR2-BP ag,-0.1,-0.1,-0.1,1.0,-1.6,1.3,0.2,-2.9
DNA FID counter,-18,-3,-4,1,-32,-7,-30,-2
CRFR2-BP antag,-18,-3,-20,12,4,-55,1,8
MEKK3 PB1 HTS,100,97,99,102,101,102,95,100
GalR3 antagonist,-5,2,-3,-2,-4,-1,2,1
HCV NS3 hel inh,-1,1,-11,-1,12,-4,5,4

25: Cc1ccc(-n2c(C)cn(C(=O)c3ccccc3)c2=S)cc1
26: Cc1ccc(/C=N\n2c(-c3ccccc3)n[nH]c2=S)s1
27: O=C(CN1CCOCC1)NNc1nc(-c2ccccc2)c2cc(Br)ccc2n1
28: CCOCCCNS(=O)(=O)Cc1ccccc1
29: CN(C)/C=N/c1[nH]ncc1C#N
30: O=C(NC1CCCCC1)Oc1ccccc1
31: CC(=O)OCC(=O)[C@@]1(O)CC[C@H]2[C@@H]3CCC4=CC(=O)C=C[C@]4(C)[C@H]3[C@@H](O)C[C@@]21C
32: Oc1ccc(/C=N/n2c(COc3ccccc3)n[nH]c2=S)cc1O

assay / entry,25,26,27,28,29,30,31,32
MEKK2mut PB1 HTS,2,1,-3,-4,0,7,1,8
MEKK2wt PB1 HTS,94,97,97,93,113,106,100,106
UBC9 SUMO inh,-12,-7,3,-10,20,-5,-6,-14
CRFR2-BP ag,1.2,-0.4,-0.2,-2.4,-1.3,-0.2,0.6,-0.1
DNA FID counter,-14,-16,-24,1,-6,-5,-31,-2
CRFR2-BP antag,-5,22,-38,8,0,10,-35,-11
MEKK3 PB1 HTS,105,94,100,99,124,103,90,111
GalR3 antagonist,-6,-3,-3,7,-1,-2,·,-6
HCV NS3 hel inh,-2,2,-17,-3,-1,15,6,-3

33: COc1ccc(F)c(CN2CCCC(CNS(=O)(=O)c3cccc4cccnc34)C2)c1 (stereo unspecified)
34: COc1cc2c(cc1OC)C(CSc1ccccc1C(=O)O)=NC(C)(C)C2
35: COc1ccc(C(=O)Nc2cccnc2Sc2ccc(Cl)cc2)cc1
36: Cc1ccc(CN2CCc3[nH]c(=S)[nH]c(=O)c3C2)cc1
37: O=C(CSc1nnc(CCc2nc3ccccc3[nH]2)n1-c1ccccc1)NCc1ccccc1
38: CCOc1ccc(C2NC(=S)NC3=C2CCc2ccccc23)cc1 (stereo unspecified)
39: CCN(C(=O)COC(=O)CNC(=O)c1ccc(F)cc1)C1CCS(=O)(=O)C1 (stereo unspecified)
40: O=C(c1ccc(N2CCCS2(=O)=O)cc1)N1CCN(c2ccccc2)CC1

assay / entry,33,34,35,36,37,38,39,40
MEKK2mut PB1 HTS,-3,0,-7,4,4,-11,-5,-3
MEKK2wt PB1 HTS,98,102,88,100,102,96,94,100
UBC9 SUMO inh,-12,4,-10,18,1,2,12,-7
CRFR2-BP ag,-0.2,1.2,-0.3,-0.6,0.9,-1.1,0.4,1.1
DNA FID counter,2,-19,-16,-19,-29,-1,2,-27
CRFR2-BP antag,-17,16,-10,-11,26,-1,-2,-2
MEKK3 PB1 HTS,100,102,99,101,108,90,103,102
GalR3 antagonist,-1,12,-3,4,1,0,-6,-6
HCV NS3 hel inh,-1,-1,-6,2,-5,9,1,0

41: COc1ccc(OC)c(/C=C/C(=O)N2C(=O)c3cccc(N)c3C2=O)c1
42: COc1ccc(OC)c(C2C(C#N)=C(N)N(N(C)C)C3=C2C(=O)CCC3)c1 (stereo unspecified)
43: CCn1c(=N)n(CCO)c2ccccc21
44: COc1ccc(OC)c(Nc2ncnc3ccccc23)c1
45: O=C(N/N=C/c1cc(Br)cc(Br)c1O)c1cccc(S(=O)(=O)N2CCOCC2)c1
46: CCOC(=O)c1cccc(NC(=O)/C(=C\c2ccccc2)NC(=O)c2ccccc2Cl)c1
47: Cc1ccsc1C(=O)Nc1nc2ccccc2[nH]1
48: CCCCCc1cc(=O)oc2c(C(CCN3CCCC3)c3cc(OC)c(OC)c(OC)c3)c(OC)cc(OC)c12 (stereo unspecified)

assay / entry,41,42,43,44,45,46,47,48
MEKK2mut PB1 HTS,-3,-3,8,8,2,3,7,24*
MEKK2wt PB1 HTS,97,96,110,123,98,99,102,157*
UBC9 SUMO inh,?,6,-1,21,4,33,14,-19
CRFR2-BP ag,-0.1,0.1,6.9,-3.3,69*,1.2,-4.9,-3.1
DNA FID counter,-7,-9,2,1,-1,-18,-5,·
CRFR2-BP antag,-25,12,-21,-4,-54,-8,10,-4
MEKK3 PB1 HTS,98,93,110,108,98,99,101,108
GalR3 antagonist,-3,-9,-3,-3,-7,-3,-6,-2
HCV NS3 hel inh,16,-5,-10,1,0,11,-2,·

49: COc1ccc(C2(NC(C)=O)CCN(Cc3cccnc3)CC2)cc1
50: CCc1ccccc1N(C1=NCCCS1)S(=O)(=O)c1ccc(C(C)(C)C)cc1
51: Cc1oc2c(CN3CCCCC3)c(O)ccc2c(=O)c1-c1ccc(Cl)cc1
52: O=S1(=O)CC2NC(=S)N(c3cccc(Br)c3)C2C1 (stereo unspecified)
53: CC(C)(C)c1nnc(N/N=C/c2ccc(O)cc2)n(N)c1=O
54: COc1cc(/C=N\Nc2nc3ccccc3o2)cc(OC)c1OC
55: CC1CCN(C(=O)c2cc3c(ccc4ccccc43)o2)CC1
56: CCOc1ccc(Cl)cc1S(=O)(=O)N1CCC(C(=O)NCc2ccco2)CC1
57: O=C(N/N=C/c1cccc([N+](=O)[O-])c1)c1c[nH]c2ccccc12
58: CC(C)C1=CC2=CCC3C(C)(C(=O)O)CCCC3(C)C2CC1 (stereo unspecified) (tested in a mixture with another compound)
59: CCC(OC(=O)CCc1nc2ccccc2[nH]c1=O)C(=O)c1ccccc1 (stereo unspecified)

assay / entry,49,50,51,52,53,54,55,56,57,58,59
MEKK2mut PB1 HTS,3,-3,8,8,3,6,6,-2,22,15,-1
MEKK2wt PB1 HTS,108,95,112,105,103,97,103,94,118,108,90
UBC9 SUMO inh,1,-9,31,10,6,10,2,10,17,-1,-7
CRFR2-BP ag,1.3,5.1,-0.3,1.2,0.8,-1.5,0.6,-2.6,-1.1,·,1.1
DNA FID counter,1,0,1,-4,1,-15,-36,-28,7,-26,-26
CRFR2-BP antag,5,-1,1,13,0,-5,-9,4,-17,·,0
MEKK3 PB1 HTS,101,96,107,109,104,107,103,102,124,103,101
GalR3 antagonist,-1,2,-10,-2,-1,-2,-4,-6,0,·,-1
HCV NS3 hel inh,-1,11,3,3,2,1,-14,-2,-12,1,-3

# From PubChem

# This is a subset (hit frequency here may not be typical).
